Compound activity: PubChem, National Center for Advancing Translational Sciences (NCATS)
LmPK inh – inhibitors of Leishmania mexicana pyruvate kinase. Potency, µM (doses to about 57.5 µM), for inactives: top-dose activity change, negative = inhibition, actives largely listed as inhibitors. hit rate 0.37% among 290,000. Q27686. purified LmPK, Kinase-Glo ATP luminescence, 1 h; further: potency means the concentration at half of the fitted maximal effect
Target sequence (Q27686 whole entry, looked up): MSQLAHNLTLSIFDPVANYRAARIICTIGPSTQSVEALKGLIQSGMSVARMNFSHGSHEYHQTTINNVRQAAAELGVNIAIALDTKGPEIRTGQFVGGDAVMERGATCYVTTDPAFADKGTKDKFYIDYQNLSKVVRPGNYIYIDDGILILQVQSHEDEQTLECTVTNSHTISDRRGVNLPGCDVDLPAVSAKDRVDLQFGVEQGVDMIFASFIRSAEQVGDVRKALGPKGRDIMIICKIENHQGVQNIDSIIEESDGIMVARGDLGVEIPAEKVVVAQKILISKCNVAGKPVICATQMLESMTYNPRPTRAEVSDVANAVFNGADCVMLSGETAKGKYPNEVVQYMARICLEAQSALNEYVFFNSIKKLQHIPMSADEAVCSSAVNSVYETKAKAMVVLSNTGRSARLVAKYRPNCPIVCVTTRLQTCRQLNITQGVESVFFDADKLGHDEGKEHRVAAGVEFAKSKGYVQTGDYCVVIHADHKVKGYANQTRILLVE
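Purified LmPK (0.1 nM) with 0.5 mM PEP and 0.1 mM ADP in imidazole buffer pH 7.2 with MgCl2/KCl, 1 h at room temperature. ATP formed was read by luciferase luminescence and normalized to no-enzyme and uninhibited controls.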
Tb PYK inh – T. brucei pyruvate kinase inhibition; TbPYK enzyme, Kinase-Glo Plus ATP luminescence, 45 min; Potency, µM (titrated, usually from 76.8 µM), without a hit: at the highest dose activity, negative = inhibition, actives largely listed as inhibitors; hit rate 0.12% among 410,000; Q57TT1; AID 624173; further: potency means the concentration at half of the fitted maximal effect; nearly all actives have a fitted effect of over 50% in size
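Glycolytic pyruvate kinase of T. brucei was incubated with substrate, test compound and 130 uM ADP for 45 minutes at room temperature. Luminescent Kinase-Glo Plus signal was measured after 10 minutes.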
AmpC detergent – inhibitors of E. coli AmpC beta-lactamase with detergent; hit rate 0.041% among 370,000; Potency, µM (doses to about 114 µM), without a hit: at the highest dose activity change, negative = inhibition, hits mostly inhibitors; AmpC hydrolysis of nitrocefin, absorbance 480 nm, 0.01% Triton;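 further: potency means the concentration at half of the fitted maximal effect; 0% = no-compound wells and -100% = no-enzyme wells; nearly all actives have a fitted effect of over 25% in size; some results filed as inactive show a strong effect at the top dose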
Target sequence (P00811 whole entry, looked up): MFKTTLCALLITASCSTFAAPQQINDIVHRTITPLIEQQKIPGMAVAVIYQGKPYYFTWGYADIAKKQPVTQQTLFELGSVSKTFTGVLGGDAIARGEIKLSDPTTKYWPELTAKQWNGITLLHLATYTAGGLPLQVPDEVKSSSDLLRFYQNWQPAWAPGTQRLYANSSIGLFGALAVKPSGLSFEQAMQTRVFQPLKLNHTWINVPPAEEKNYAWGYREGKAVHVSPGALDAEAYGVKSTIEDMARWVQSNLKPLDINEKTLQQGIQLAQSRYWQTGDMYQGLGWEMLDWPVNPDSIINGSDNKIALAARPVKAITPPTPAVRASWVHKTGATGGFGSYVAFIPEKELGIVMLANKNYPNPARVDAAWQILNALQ
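AmpC (5.3 nM in the dispensed reagent) in 20 mM phosphate pH 7.0 with 0.01% (detergent screen) or 0.0001% Triton X-100 was preincubated with compounds for 15 min at room temperature. Nitrocefin was then added from an 800 uM solution, and hydrolysis was followed at 480 nm.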
AmpC inh no detg – AmpC beta-lactamase inhibition without detergent. P00811. hit rate 0.52% among 330,000. AID 485341. Potency, µM (series often up to 57.1 µM), for the others: at the highest dose activity change, negative = inhibition, usual class: inhibitors. AmpC nitrocefin hydrolysis, absorbance 480 nm, 0.0001% Triton;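 further: potency means the concentration at half of the fitted maximal effect; plate controls were no compound for no effect and no enzyme for full effect; nearly all actives have a fitted effect of over 20% in size; some results filed as inactive show a strong effect at the top dose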
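20 mM phosphate pH 7.0 + 0.01% (detergent screen) or 0.0001% Triton X-100; 5.3 nM AmpC reagent; cpd preinc 15 min RT; nitrocefin (800 uM stock) to start; A480 q20 s × 4 min; Activity was normalised to no-enzyme and no-compound control wells.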
AMA1 RON2 block – AMA1-RON2 (P. falciparum) interaction inhibition | AlphaScreen AMA1-biotinylated RON2 peptide binding | Potency, µM (titrated, usually from 58.2 µM), inactives show at the top dose activity change, negative = inhibition, hits mostly inhibitors | hit rate 0.2% among 360,000 | AID 720542;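 further: potency means the concentration at half of the fitted maximal effect; 0% = vehicle wells and -100% = peptide control; nearly all actives have a fitted effect of over 45% in size; some results filed as inactive show a strong effect at the top dose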
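AMA1 (3D7) with his tag at 25 nM final met compounds first, then biotinylated RON2 peptide at 25 nM; detection used donor plus acceptor beads, 10 µg/mL apiece, read by AlphaScreen after 30 min at room temperature.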
HCMV inh – human cytomegalovirus inhibition; HFF cells, HCMV-luciferase reporter, 72 h; stronger effect = lower value; hit rate 4.5% among 410,000; activity change, negative = inhibition, % at 57.5 µM; in the data active means activity change below about -60%; inconclusive means no clear call, values can overlap the other calls; inactive means above about -39%
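Compounds were evaluated in HFFs infected with an HCMV luciferase reporter virus (MOI 1 PFU/cell). Luciferase in lysates collected 72 h post infection served as the replication measure.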
Sm TGR block – blocks Schistosoma mansoni thioredoxin glutathione reductase | Q962Y6 | AID 485364 | purified TGR, DTNB reduction, TNB absorbance 405 nm | hit rate 3% among 360,000 | Potency, µM (doses to about 114 µM), without a hit: top-dose activity change, negative = inhibition, most hits filed as inhibitors; further: potency means the concentration at half of the fitted maximal effect; nearly all actives have a fitted effect of over 60% in size
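First, TGR (20 nM dispensed) and NADPH were mixed with compound. Second, a 15 min room-temperature incubation followed. Third, further NADPH and then DTNB were added to start the reaction. Finally, TNB absorbance was monitored kinetically.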
* = called active by the depositor; ? = inconclusive; · = not tested or not shown; [ ] = dose if it differs, or a comment. Unless noted, the call rests on the fitted dose curve; in most records, active means well fitted curve in the direction sought with a large enough effect; inconclusive means small, poorly fitted or top-dose-only effect, or another doubt; inactive means no such curve, though single readings can be large; an effect the other way counts as inactive or inconclusive. Unless noted, on the % scale 0 is the no-effect control and ±100 the full control effect.

SMILES	LmPK inh	Tb PYK inh	AmpC detergent	AmpC inh no detg	AMA1 RON2 block	HCMV inh	Sm TGR block
C=CCc1cccc2cc(C(=O)NNC(=O)CC#N)c(=O)oc12	5%	1%	8%	-20%	21%	-17	2%
CCC(=O)Nc1cccc(OCc2cc(=O)n3cc(C)ccc3n2)c1	·	2%	13%	·	·	37	4%
Cc1ccnc(NCc2cc(C)ccc2O)c1	0%	-6%	-17%	-47%	4%	50	7%
O=C1Cc2ccccc2C(c2ccc(Cl)cc2Cl)N1 (stereo not given)	4%	-10%	4%	4%	2%	-22	6%
COc1ccc(CCN(C(=O)c2cccc(F)c2)C2CC(=O)N(c3ccccc3)C2=O)cc1 (stereo not given)	7%	2%	1%	40%	22%[2.32 µM]	-6	9%
COC(=O)CC1C(=O)NCCN1C(=S)NC(=O)CCc1ccccc1 (stereo not given)	3%	-5%	?	-5%[2.29 µM]	0%	-25	-1%
COc1ccc2c(c1)cc(C(=O)N[C@@H](CCSC)C(=O)N1CCC[C@H]1C(=O)O)n2C	-16%	1%	-4%	-4%	-8%	40	4%
COc1cc(C)ccc1OCCOc1ccccc1Cl	0%	0%	3%	-21%	75%[activator]	74	11%
CCc1ccc(C2=NN(CCC(=O)NC(C)CCc3ccccc3)C(=O)CC2)cc1 (stereo not given)	1%	0%	5%	175%[activator]	0%	-22	-16%
CC(C)CN(C(=O)COC(=O)c1ccc(Cl)c(N)c1)c1c(N)n(Cc2ccccc2)c(=O)[nH]c1=O	·	-2%	-2%	28µM*	-6%	1	1%
NC(=O)C1CCN(C(=O)c2ccc3ncsc3c2)CC1	·	2%	·	·	-5%	-2	·
COc1ccccc1CC(=O)N1CCN(CCc2ccccc2)CC1	-5%	3%	2%	39%	-11%	32	-4%
Cc1nn(-c2ccccc2)c(C)c1Cc1ccc(O)cc1	-3%	5%	0%	-18%	-2%	·	0%
Cc1ccc(C2c3c(oc4ccccc4c3=O)C(=O)N2c2nncs2)cc1 (stereo not given)	5%	1%	2%	-13%	-10%	0	-6%
COc1ccccc1N1CCN(Cc2ccc(O)c3ncccc23)CC1	-6%	-3%	4%	8%	-96%	-91*	50µM*
O=C(Nc1cc(=O)[nH]c2ncnn12)c1ccccc1	-12%	3%	1%	-10%	4%	17	9%
CCOc1ccc(C2=CSC3=NCCN23)cc1[N+](=O)[O-]	0%	5%	3%	-3%	8%	52	10%
COc1ccc(NC(=O)c2ccc3ccccc3c2)cc1NS(=O)(=O)c1ccc(F)cc1	0%	-4%	?	-32%	1%	-25	-9%
COc1ccc(OC)c(N(CC(=O)NCCSCc2ccc(C)cc2)S(C)(=O)=O)c1	7%	-12%	-13%	112%[activator]	-8%	-35	-15%
COc1ccc(CCNC(=O)CCc2c(C)nc3cc(-c4ccc(Cl)cc4)nn3c2C)c(OC)c1	·	2%	-10%	·	·	6	-8%
CC(C)OC(=O)c1cc(C(=O)c2cc(Cl)ccc2O)coc1=N	-4%	1%	0%	-13%	-2%	2	-1%
CCC(CC)C(=O)Nc1ccc(C)cc1O	1%	16%	7%	1%	-16%	-23	12%
Cc1c(C(=O)NC(C)c2ccccn2)oc2c(Cl)cccc12 (stereo not given)	·	-3%	?	0%	-7%	36	2%
Cc1ccccc1CNC(=O)CCSCc1cnn(-c2ccccc2)c1-n1cccc1	·	7%	-4%	·	·	?	-5%
S=C(NC12CC3CC(CC(C3)C1)C2)N1CCCC1	-1%	-2%	-1%	-15%	11%	-17	5%
(continued)
SMILES	LmPK inh	Tb PYK inh	AmpC detergent	AmpC inh no detg	AMA1 RON2 block	HCMV inh	Sm TGR block
COc1ccc(CC(=O)NCC2CCCN(Cc3cc(OC)cc(OC)c3)C2)cc1 (stereo not given)	2%	8%	-10%	42%	6%	12	0%
O=C(O)C1C2CCC(O2)C1C(=O)Nc1ccc(Br)cc1F (stereo not given)	·	-1%	·	·	-1%	-3	·
C/C(=N\NC(=O)Cc1cccn1C)c1ccc([N+](=O)[O-])cc1	4%	4%	-12%	-19%	-4%	15	?
CC(NCc1ccc(S(N)(=O)=O)cc1)C(=O)Nc1cccc(Cl)c1 (stereo not given)	3%	5%	0%	-2%	-6%	-24	1%
Cc1ccc(C(=O)Nc2ccc(C(=O)N/N=C/c3ccccn3)cc2)cc1	0%	5%	7%	-31%	29%	36	0%
COC(=O)c1c(C)n(-c2ccccc2)c2ccc(O)cc12	-19%	-24%	-11%	-30%	-9%	4	-32%
Cc1ccc(S(=O)(=O)N2C[C@]3(O)C[C@@H]4C(=O)N(c5ccccc5)C(=O)[C@@H]4C[C@]3(OC(=O)NCC3CCCCC3)C2)cc1	·	2%	·	·	10%	-15	·
N#Cc1ccc(Cn2ccnc2C(=O)Nc2ccccc2)cc1	7%	0%	-8%	-30%	-22%	-17	7%
CN(C)c1ccc(CNC(=O)/C=C/[C@H]2O[C@@H](n3ccc(=O)[nH]c3=O)[C@H](O)[C@@H]2O)cc1	·	0%	·	·	-3%	6	·
Cc1cccc(N2CCN(C(=O)CCC(=O)N3CC(C)Oc4ccc(C)cc43)CC2C)c1 (stereo not given)	-1%	1%	-3%	2%	-24%	-15	1%
CCOC(=O)c1cc(C(=O)OCC)c(=O)[nH]c1C	1%	-1%	?	-2%	22%	-1	0%
COCCn1c(=S)[nH]c2sc3c(c2c1=O)CCC(C)C3 (stereo not given)	-5%	?	-5%	-10%	89%[activator]	-1	2%
O=C1CCN(c2ncccc2[N+](=O)[O-])CC1	2%	5%	?	-1%	3%	10	-14%
Cc1ccc(-n2nnnc2SCC(=O)NC2CCS(=O)(=O)C2)c(C)c1 (stereo not given)	·	-2%	?	2%	-6%	-16	-2%
Cc1cccc(NC(=O)CCS(=O)(=O)c2ccccc2)c1	-1%	-3%	0%	-3%	-7%	5	84%[activator]
Cc1ccc(NP(=O)(Oc2ccccc2F)Oc2ccccc2F)cc1C	0%	-6%	3%	-14%	-4%	-14	3%
O=C(NCCc1ccc(C(F)(F)F)cc1)C1CCC(=O)N(CCCc2ccccc2)C1 (stereo not given)	11%	-15%	-9%	184%[activator]	-5%	-18	0%
O=C(/C=C/c1ccccc1)N/C(=C/c1ccccc1)C(=O)Nc1ccccc1O	1%	3%	2%	-31%	0%	-36	0%
COc1ccc(NC(C)=O)cc1NC(=O)C1(c2cccs2)CCOCC1	·	-1%	-3%	·	·	30	-6%
COc1ccccc1NC(=S)N1CCC(NC(=O)C23CC4CC(CC(C4)C2)C3)CC1	0%	-12%	-2%	-6%	3%	45	-6%
Cc1ccc(NC(=O)CN(C)C(=O)/C=C/c2cccs2)cc1	4%	2%	-18%	-17%	2%	-7	-8%
Cc1nc2c3ccccc3nc(NNC(=O)CCC(=O)NCCN3CCN(c4ccccc4)CC3)n2n1	2%	3%	-13%	-21%	32%[activator]	-12	-9%
CCC(Oc1ccccc1)C(=O)N(C)CC(=O)N(CC(C)C)c1c(N)n(CC(C)C)c(=O)[nH]c1=O (stereo not given)	·	-1%	0%	31%	-5%	-1	-8%
COc1ccc(C(=O)C2(C)N(O)C(C)C(c3cccs3)=[N+]2[O-])cc1 (stereo not given)	-1%	-1%	6%	-4%	12%	-11	6%
O=C(NC1CC(=O)N(c2ccc3c(c2)OCCO3)C1)N1CCC(O)CC1 (stereo not given)	·	4%	?	-11%	-3%	8	-4%
O=C(NC1CC1)C1=C[C@@H](c2c[nH]c3ccccc23)C[C@@H](OCc2ccc(CO)cc2)O1	0%	2%	-1%	46%	0%	15	1%
CCCc1[nH][nH]c(=O)c1C(c1ccccc1)C(C#N)C#N (stereo not given)	6%	-10%	-10%	-30%	2%	17	2.5µM*
CCCCCn1c(CN2CCN(CCO)CC2)nc2c1c(=O)n(C)c(=O)n2C	0%	-16%	?	4%	0%	12	1%
CCOC(=O)CSc1n[nH]c(NC(=O)CC)n1	3%	-6%	6%	-22%	31%[activator]	-37	16%
CCCCN(CC)CCNC(=O)Cn1cnc2sc(C)c(S(=O)(=O)N3CCN(c4ccccc4OC)CC3)c2c1=O	·	-2%	-6%	·	·	-2	2%

Sorted by length of the SMILES (largest number first): 11 of the compounds above
SMILES	LmPK inh	Tb PYK inh	AmpC detergent	AmpC inh no detg	AMA1 RON2 block	HCMV inh	Sm TGR block
CN(C)c1ccc(CNC(=O)/C=C/[C@H]2O[C@@H](n3ccc(=O)[nH]c3=O)[C@H](O)[C@@H]2O)cc1	·	0%	·	·	-3%	6	·
CCC(Oc1ccccc1)C(=O)N(C)CC(=O)N(CC(C)C)c1c(N)n(CC(C)C)c(=O)[nH]c1=O (stereo not given)	·	-1%	0%	31%	-5%	-1	-8%
O=C(NC1CC1)C1=C[C@@H](c2c[nH]c3ccccc23)C[C@@H](OCc2ccc(CO)cc2)O1	0%	2%	-1%	46%	0%	15	1%
COc1ccccc1NC(=S)N1CCC(NC(=O)C23CC4CC(CC(C4)C2)C3)CC1	0%	-12%	-2%	-6%	3%	45	-6%
O=C(NC1CC(=O)N(c2ccc3c(c2)OCCO3)C1)N1CCC(O)CC1 (stereo not given)	·	4%	?	-11%	-3%	8	-4%
Cc1ccc(-n2nnnc2SCC(=O)NC2CCS(=O)(=O)C2)c(C)c1 (stereo not given)	·	-2%	?	2%	-6%	-16	-2%
COc1ccc(NC(C)=O)cc1NC(=O)C1(c2cccs2)CCOCC1	·	-1%	-3%	·	·	30	-6%
CCCc1[nH][nH]c(=O)c1C(c1ccccc1)C(C#N)C#N (stereo not given)	6%	-10%	-10%	-30%	2%	17	2.5µM*
O=C(O)C1C2CCC(O2)C1C(=O)Nc1ccc(Br)cc1F (stereo not given)	·	-1%	·	·	-1%	-3	·
COC(=O)c1c(C)n(-c2ccccc2)c2ccc(O)cc12	-19%	-24%	-11%	-30%	-9%	4	-32%
O=C1CCN(c2ncccc2[N+](=O)[O-])CC1	2%	5%	?	-1%	3%	10	-14%
